Screening data: PubChem, several laboratories
Myeloid diff MLP: promotes myeloid progenitor differentiation. ER-HoxA9 myeloid progenitors, lysozyme-GFP differentiation, flow cytometry. actives 1% (n = 360,000). calls only at 10 µM;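 active = normalized GFP-positive differentiation at or above the plate's own cutoff, the solvent-only control mean plus 3 SD; inconclusive = no clear call, values can overlap the other calls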;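 also: cells exposed to compound for four days before flow analysis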
Dengue-2 NS5 capping: flavivirus cap methylation enzyme inhibition – biochemical, confirmation dose response, primary screen (AID 588689). actives 0.3% (n = 340,000). Dengue-2 NS5 methyltransferase capping enzyme assay, biochemical; higher % means a stronger effect. inhibition, % at 25 µM; hits with a dose series show IC50 in µM; in the data active = a potency from the dose series; inconclusive = inhibition above about 29% without an active follow-up result
Dengue-2 NS5 capping pilot replicate: further read-out of Dengue-2 NS5 capping, marked with its call; inhibition, %; measured here: pilot screen replicate inhibition
Myeloid diff MLP GFP+ MAC1+ %: further read-out of Myeloid diff MLP, marked with its call; GFP+ MAC1+ double positive, %; measured here: differentiation confirmed by MAC1 staining
Starred values were filed as active, the others as inactive; i = inactive; ? = inconclusive; . = not tested or not shown; + = active, no number. Only part of the results is shown; the hit share may differ from the screen's.

SMILES	Myeloid diff MLP	Myeloid diff MLP GFP+ MAC1+ %	Dengue-2 NS5 capping	others
COc1cc(OC)cc(-c2sc3ccc(OC)cc3c2C#CCO)c1	i	0.9	-1.6%
Cc1cc(C(=O)C(C)OC(=O)c2ccc(NC(=O)CC#N)cc2)c(C)n1-c1ccccc1 (stereo unspecified)	+	0.8*	-4.3%
CN(CC(=O)Nc1c(Cl)cccc1Cl)C(=O)c1ccccc1Cc1ccccc1	i	1.3	-6.5%
COc1cccc(CNc2ccc(S(=O)(=O)N3CCN(C)CC3)cn2)c1	i	0.0	2.2%
O=C(Nc1cccc2ccccc12)OCc1ccccc1	i	1.1	5.8%
CCCC(=O)Nc1ccc(C(=O)COC(=O)C2=COCCO2)cc1	i	0.8	-5.0%
COc1ccc(C2=NN(C(=O)CSc3nc(=O)n4cccc(C)c4n3)C(c3ccc(C)cc3)C2)cc1 (stereo unspecified)	i	0.8	5.8%
CCCCc1cc(=O)oc2cc(OC(C)C(=O)NCCN3CCOCC3)ccc12 (stereo unspecified)	i	0.9	3.8%
Cc1ccc([C@@H]2C[C@H]3[C@@H](CN2S(=O)(=O)c2ccc(C)cc2)C(=O)C[C@@H](c2ccc(C)cc2)N3S(=O)(=O)c2ccc(Cl)cc2)cc1	i	0.9	-1.6%
O=c1[nH]c2ccc(Cl)cc2[nH]1	i	0.8	0.8%
CC1CCC(O)(C(C(=O)O)c2ccccc2)CC1 (stereo unspecified)	i	0.8	-8.6%
CCN(Cc1ccccc1)C(=O)COC(=O)c1cc(S(=O)(=O)Nc2ccccc2OC)ccc1O	i	0.6	-1.5%
CC(C)[C@H](NC(=O)c1ccc(Cl)cc1Cl)C(=O)NNc1cccc(C(=O)O)c1	i	1.1	6.2%
COc1ccc(C#Cc2cnc3c(c2)C(=O)N([C@@H](C)CO)C[C@@H](C)[C@@H](CN(C)CC2CCOCC2)O3)cc1	i	0.4	-4.4%
CC(Cc1ccccc1)N(C)C(=O)CN1C(=O)c2ccccc2C1=O (stereo unspecified)	i	0.8	-9.7%
CCOc1ccc(OCCC(=O)OCC(=O)NC(C)c2ccccc2)cc1 (stereo unspecified)	i	0.7	-4.4%
CC(C)(C)OC(=O)N1CCN(C(=O)c2[nH]cnc2C(=O)Nc2nccs2)CC1	i	2.5	-1.6%
CC1CCCC(C)N1C(=O)/C=C/c1ccc(S(=O)(=O)N2CCOCC2)cc1 (stereo unspecified)	i	1.5	-5.1%
COc1ccc(CCNC(=O)CSCc2ccc(C)cc2)cc1OC	i	0.9	-7.6%
O=C(COC(=O)c1cc(S(=O)(=O)N2CCOCC2)ccc1F)Nc1ccc(Cl)cn1	i	1.0	1.5%
Cc1nc(N2CCN(Cc3ccc4c(c3)OCO4)CC2)c2oc3ccccc3c2n1	i	0.4	-3.9%
CCCNC(=O)CSc1ccc(S(=O)(=O)N(C)C2CCCCC2)cn1	i	0.8	-1.1%
CCCCN(C(=O)c1cccc(-n2cccc2)c1)c1c(N)n(CCC)c(=O)[nH]c1=O	i	0.4	-10.2%
O=S1(=O)c2ccc(Br)cc2OC(COCc2ccccc2)CN1Cc1ccccc1 (stereo unspecified)	i	0.3	0.0%
CCOC(=O)c1ccccc1NC(=O)COC(=O)C(CCSC)NC(=O)COc1ccccc1 (stereo unspecified)	i	0.7	-6.6%
O=C(NCC1CCCN1S(=O)(=O)c1cccs1)c1cccc(Cl)c1 (stereo unspecified)	i	0.5	-5.0%
CC1CN(C(=O)CSc2nc(N)c(NC(=O)c3ccc(C(F)(F)F)cc3)c(=O)[nH]2)CC(C)O1 (stereo unspecified)	i	0.7	2.2%
NC(=O)C[C@H](NC(=O)c1ccc(Cl)cc1)C(=O)OCc1ccccc1	i	1.4	-11.4%
O=C1Nc2ccc(Br)cc2/C1=N\N=C\C1=C(N2CCOCC2)C(=C/c2ccccc2)/CC1	i	0.6	-7.0%
O=C(COC(=O)C1CC1)Nc1ccc(Cl)cc1Cl	i	1.0	-0.8%
Cc1ccc(SCC(=O)OC(C)C(=O)NCc2ccccc2)cc1C (stereo unspecified)	i	0.8	4.3%
CC[C@@]1(C(=O)OC)N[C@H](CN(C)C(=O)c2ccc(C(C)(C)C)cc2)[C@@H]2C(=O)N(Cc3ccccc3)C(=O)[C@@H]21	i	1.5	-10.2%	Dengue-2 NS5 capping pilot replicate=-3.3
Cc1cccc(N(Cc2ccccc2)C(=O)CN2C(=O)NC3(CCCCC3C)C2=O)c1 (stereo unspecified)	i	0.9	0.7%
O=S(=O)(Nc1ccccc1N1CCOCC1)c1ccc(Cl)cc1	i	0.9	-0.7%
CC1(C)OC2COC(c3[nH]nc4c(=O)[nH]c(=O)[nH]c34)C2O1 (stereo unspecified)	i	1.9	3.5%
Cc1ccc(C)c(-n2nnc3ccccc3c2=O)c1	i	2.0	-4.0%

Already shown: five of the compounds above.
SMILES	Myeloid diff MLP	Myeloid diff MLP GFP+ MAC1+ %	Dengue-2 NS5 capping	others
CC[C@@]1(C(=O)OC)N[C@H](CN(C)C(=O)c2ccc(C(C)(C)C)cc2)[C@@H]2C(=O)N(Cc3ccccc3)C(=O)[C@@H]21	i	1.5	-10.2%	Dengue-2 NS5 capping pilot replicate=-3.3
Cc1cccc(N(Cc2ccccc2)C(=O)CN2C(=O)NC3(CCCCC3C)C2=O)c1 (stereo unspecified)	i	0.9	0.7%
O=S(=O)(Nc1ccccc1N1CCOCC1)c1ccc(Cl)cc1	i	0.9	-0.7%
CC1(C)OC2COC(c3[nH]nc4c(=O)[nH]c(=O)[nH]c34)C2O1 (stereo unspecified)	i	1.9	3.5%
Cc1ccc(C)c(-n2nnc3ccccc3c2=O)c1	i	2.0	-4.0%

Continued:
SMILES	Myeloid diff MLP	Myeloid diff MLP GFP+ MAC1+ %	Dengue-2 NS5 capping	others
COC(=O)c1ccc(CNC(=O)COC(=O)CCC(=O)c2ccc(F)cc2)cc1	i	1.0	8.8%
CC(C)CN(C(=O)c1ccc(Br)o1)C1CCS(=O)(=O)C1 (stereo unspecified)	i	0.7	-5.8%
CCN(C(=O)c1ccc2c(c1)OCO2)C1CCS(=O)(=O)C1 (stereo unspecified)	i	0.5	0.0%
NS(=O)(=O)c1ccc(NC(=O)COC(=O)Cc2c[nH]c3ccccc23)cc1	i	2.0	6.4%
COc1ccc(S(=O)(=O)N2CCCCC2)cc1NC(=O)CCNC(=O)c1ccco1	i	0.6	-0.7%
O=C(O)C(F)=C(c1ccccc1)c1ccccc1	i	0.9	0.0%
C[C@H](CO)N1C[C@H](C)[C@H](CN(C)C(=O)Nc2ccc3c(c2)OCCO3)OCc2cnnn2CCCC1=O	i	0.6	-4.0%
CCOC(=O)c1c(NC(=O)COC(=O)c2ccc(NC(=O)CC#N)cc2)sc(C(=O)NC)c1C	i	0.6	-2.9%
C[C@@H]1CCCCO[C@H](CN(C)C(=O)Cc2ccccc2)[C@@H](C)CN([C@H](C)CO)C(=O)c2cc(NC(=O)Nc3ccccc3)ccc2O1	i	0.4	-3.4%
CCCN(C)C[C@@H]1OCc2cnnn2CCCC(=O)N([C@H](C)CO)C[C@H]1C	i	1.9	-3.5%
C=CCSc1nnc(NC(=O)c2ccc(N3CCCC3=O)cc2)s1	i	0.6	-5.9%
Cc1ccc(S(=O)(=O)CCC(=O)OCc2nnc(-c3ccccc3)o2)cc1	i	0.7	-7.4%

Reprinted at random: 2 records from the list
SMILES	Myeloid diff MLP	Myeloid diff MLP GFP+ MAC1+ %	Dengue-2 NS5 capping	others
COc1ccc(S(=O)(=O)N2CCCCC2)cc1NC(=O)CCNC(=O)c1ccco1	i	0.6	-0.7%
CCCN(C)C[C@@H]1OCc2cnnn2CCCC(=O)N([C@H](C)CO)C[C@H]1C	i	1.9	-3.5%

(more compounds)
SMILES	Myeloid diff MLP	Myeloid diff MLP GFP+ MAC1+ %	Dengue-2 NS5 capping	others
COCCCNC(=O)C[C@H]1C[C@H](C(=O)N2CCOCC2)[C@@]2(CCC3CCCC3)c3[nH]c4ccc(Cl)cc4c3CCN2C1=O	i	0.0	4.0%	Dengue-2 NS5 capping pilot replicate=-1.8
Cc1cccnc1NC(=O)c1ccc(NS(=O)(=O)c2ccc3[nH]c(=O)[nH]c3c2)cc1	i	1.2	-10.8%
COc1ccc(C(=O)OCC(=O)NC(Cc2ccccc2)C(C)=O)cc1S(=O)(=O)N1CCCC1 (stereo unspecified)	i	0.1	-2.9%
O=C(c1cccc(S(=O)(=O)N2CCc3ccccc32)c1)N1CCc2ccccc2C1	i	0.9	-5.4%
Cc1ccc(S(=O)(=O)N(C)C)cc1NC(=O)COC(=O)CC1CCCC1	i	0.6	2.2%
O=C(CSc1ccc(F)cc1)NCC1(N2CCOCC2)CCCCC1	i	0.8	3.6%
CCOC(=O)c1c(-c2ccccc2)oc2cc(CN(C)C)c(O)c(CN(C)C)c12	?	.	?
S=C(Nc1ccc(Cl)cc1)N1CCOCC1	i	0.7	-0.8%
O=C(Cc1c[nH]c2ccccc12)N1CCN(S(=O)(=O)c2ccc(Cl)cc2)CC1	i	0.8	-3.7%
Cc1ccccc1NC(=O)CCN1CCCCCC1	i	0.9	-8.1%
O=C(c1cccc(S(=O)(=O)NCc2ccccc2)c1)N1CCCC(C(F)(F)F)C1 (stereo unspecified)	i	1.1	2.2%
Cc1ccc2c(c1)C(=O)N1[C@H]3c4cc(Cl)ccc4OC[C@@H]3[C@H](c3ccccc3)[C@]1(C)C(=O)N2	i	0.5	-3.8%
COc1ccc(/C=C2\SC(=O)N(CCNC(=O)Cn3[nH]c(=O)c4ccccc4c3=O)C2=O)cc1	i	0.6	2.3%
O=C(CN1CCN(S(=O)(=O)c2ccc(F)cc2)CC1)Nc1ccnn1C1CCCC1	i	1.5	-2.2%
CC(SC(C)C(=O)NN=Cc1ccc(F)cc1)C(=O)NN=Cc1ccc(F)cc1 (stereo unspecified)	i	0.4	-7.2%
O=C1CN(C(=O)COc2c(Cl)cccc2Cl)c2ccccc2N1	i	0.8	4.4%
CC(Sc1nnc(N)s1)C(=O)NCc1ccc2c(c1)OCO2 (stereo unspecified)	i	0.1	3.4%
CCOC(=O)/C=C/c1ccccc1S(=O)(=O)NC(C)(C)C	i	3.4	2.4%
O=C(CCCc1ccccc1)NCCS(=O)(=O)N1CCN(c2ccccc2F)CC1	i	0.7	-9.5%
COc1ccc(NC(=O)CSCC(=O)NCc2ccco2)cc1	i	0.9	-8.8%
COc1ccc([C@H]2CC(=O)C=C(c3ccc(-c4ccccc4)c(F)c3)C2)cc1	i	1.6	1.6%
COc1ccc2[nH]cc(CCNC(=O)c3ccco3)c2c1	i	1.5	-4.4%
CCc1ccc(NC(=O)C(C)OC(=O)Cn2[nH]c(=O)c3ccccc3c2=O)cc1 (stereo unspecified)	i	0.7	0.0%
COc1ccc(S(=O)(=O)N(C)C[C@H]2OCCCC[C@@H](C)Oc3ccc(NC(=O)CCC(F)(F)F)cc3C(=O)N([C@H](C)CO)C[C@@H]2C)cc1	i	0.3	-4.5%
CC(C)(C)C(=O)Nc1ccc(S(=O)(=O)NC2=NCCCCC2)cc1	i	0.2	-0.4%
CC(=NO)C1CCC2C3CCC4=CC(=NO)CCC4(C)C3C(O)CC12C (stereo unspecified)	i	1.5	9.7%
CC1CC(=O)Nc2ccccc2N1C(=O)CSc1ncnc2sccc12 (stereo unspecified)	i	0.5	-2.2%
COc1ccc(S(=O)(=O)N2CCCCC2)cc1NC(=O)COC(=O)c1ccco1	i	0.5	-2.6%
c1ccc(C[C@H]2CNCCN2CC2CCCCC2)cc1	i	0.6	-4.9%
C[C@@H]1ON(C)[C@H]2C[C@H]3c4cc(-c5cccc(F)c5)ccc4CCN3C(=O)[C@@H]12	i	1.1	-4.6%	Dengue-2 NS5 capping pilot replicate=-3.4
CCOC(=O)C1=C(c2ccccc2)c2ccc(OC)cc2N(S(=O)(=O)C(F)(F)F)C1C(=O)OCC (stereo unspecified)	i	0.2	3.3%
CCCCOc1c(Cl)cc(C(=O)N2CCN(CC(=O)N3CCCC3)CC2)cc1OCC	i	0.9	-3.6%
CCc1cccc(NC(=O)CN(C)C2=NS(=O)(=O)c3ccccc32)c1	i	0.8	-10.9%
COc1cc(OC)cc(C(=O)NC(C(=O)NCCc2ccccn2)C(C)C)c1 (stereo unspecified)	i	1.1	-3.3%
CCN(C(=O)CSc1nc2ccccc2c(=O)n1-c1ccccc1F)C1CCS(=O)(=O)C1 (stereo unspecified)	i	0.5	0.0%
CC1NC(C)c2c(ccc3ccccc23)O1 (stereo unspecified)	i	0.8	2.7%
COc1ccc(N(C)S(=O)(=O)c2cccc(C(=O)Nc3cccc(C(=O)NC4CC4)c3)c2)cc1	i	1.2	-3.7%
CCc1ccc(NC(=O)C(C)Sc2ccc(S(=O)(=O)N3CCN(C)CC3)cn2)cc1 (stereo unspecified)	i	1.8	5.5%
CCC(=O)c1ccc(OCC(=O)OCC(=O)NCCC2=CCCCC2)cc1	i	1.3	3.6%
O=C(OCc1ccccc1)C1CCN(S(=O)(=O)c2cccs2)CC1	i	1.1	-2.8%
COc1cc(C(=O)Nc2ccc(N3CCCS3(=O)=O)cc2)c([N+](=O)[O-])cc1OC	i	1.6	5.8%
CC(NCC(=O)NCC(=O)Nc1ccc(F)cc1)c1cccc(C(F)(F)F)c1 (stereo unspecified)	i	0.9	-15.5%
Cn1nc(NC(=O)C(F)(F)F)c2nccnc21	i	0.9	-2.3%
